Source: PubChem
IMPase Li inh – qHTS Assay for Identifying the Cell-Membrane Permeable IMPase Inhibitors: Potentiation with Lithium | Potency, µM (top dose mostly 59.4 µM), without a hit: at the top dose activity, negative = IMPase inhibition, most hits filed as inhibitors | CHO-M1 cells, IP1 TR-FRET (IP-One), carbachol + lithium | hit rate 0.35% among 210,000;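 further: IP1 builds up when IMPase is blocked and the TR-FRET signal falls; potency means the concentration at half of the fitted maximal effect; plate controls were basal vehicle for no effect and high inhibitor control for full effect; nearly all actives have a fitted effect of over 50% in size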
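CHO cells stably expressing M1 receptor (2000/well, cultured 16–30 h) treated 30 min at 37C with compound plus low lithium. Cytosolic IP1 by TR-FRET (665/620 ratio and 620 channel) after 10 min lysis; AC50 by Hill fit.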
HTT cytoprotect – qHTS Multiplex Assay to Identify Dual Action Probes in a Cell Model of Huntington: Cytoprotection (ATP) | Potency, µM (top dose mostly 56.4 µM), inactives show cytoprotection (ATP increase), actives largely listed as activators | hit rate 0.14% among 230,000 | PC12 HTT-Q103 induced, cytoprotection, ATP luminescence, 40 h;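 further: potency means the concentration at half of the fitted maximal effect; % of control where 0% means no effect; nearly all actives have a fitted effect of over 45% in size; toxic huntingtin expression switched on by the ecdysone agonist tebufenozide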
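PC12 cells with ecdysone-inducible HTT exon 1 Q103-GFP, induced with 100 nM tebufenozide and co-treated with library compounds in a dose series (1536-well, 1500 cells/well). Cytoprotection read as ATP content by ATPlite luminescence.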
Lamin A splicing – qHTS Assay for Modulators of Lamin A Splicing; hit rate 0.01% among 200,000; AID 1487, 2009; Potency, µM (top dose mostly 46.1 µM), for inactives: top-dose ratio change, negative = inhibition, usual class: inhibitors; HeLa LMNA splicing GFP/RFP minigene ratio, 48 h; active means well fitted inhibition curve with a large enough effect in the signal ratio, with a control signal flat, not every such curve was filed as active; inconclusive means small, poorly fitted or top-dose-only effect, or effect the other way, or a change in a side signal; the % refers to the signal ratio; further: potency means the concentration at half of the fitted maximal effect; on the % scale 0 is the no-effect control and ±100 the full control effect
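S3 HeLa cells stably expressing lamin A-EGFP splicing minigene plus DsRed2, 600 cells/well, 48 h compound exposure at 37C. Laser-scanning cytometry; analysed as GFP (500-530 nm)/RFP (575-640 nm) total intensity ratio; 0.5% DMSO vehicle.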
HttQ103 aggreg – qHTS Multiplex Assay to Identify Dual Action Probes in a Cell Model of Huntington: Aggregate Formation (GFP) | PC12 HttQ103-GFP aggregates, Acumen cytometry, 40 h | Potency, µM (top dose mostly 46.1 µM), for inactives: top-dose activity change, negative = inhibition, actives largely listed as inhibitors | hit rate 1.1% among 220,000; further: potency means the concentration at half of the fitted maximal effect; on the % scale 0 is the no-effect control and ±100 the full control effect; nearly all actives have a fitted effect of over 60% in size
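Multiplexed with ATP-based cell death, this channel scores GFP aggregates in PC12 cells expressing inducible HTTex1-Q103-GFP. Induction used 100 nM tebufenozide; compounds were tested in concentration series.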
CBFb RUNX1 block – qHTS Assay for Compounds Blocking the Interaction Between CBF-beta and RUNX1 for the Treatment of Acute Myeloid Leukemia | Runt-related transcription factor 1 (Homo sapiens) + Core-binding factor subunit beta … | AlphaScreen CBFb-His/RUNX1-biotin binding, biochemical | Potency, µM (series often up to 59.8 µM), for inactives: at the highest dose activity, negative = inhibition, hits mostly inhibitors | 230,000 tested, under 10 active | AID 1477, 2009; further: % of control where 0% means no effect
Target sequence (Q01196 whole entry, looked up): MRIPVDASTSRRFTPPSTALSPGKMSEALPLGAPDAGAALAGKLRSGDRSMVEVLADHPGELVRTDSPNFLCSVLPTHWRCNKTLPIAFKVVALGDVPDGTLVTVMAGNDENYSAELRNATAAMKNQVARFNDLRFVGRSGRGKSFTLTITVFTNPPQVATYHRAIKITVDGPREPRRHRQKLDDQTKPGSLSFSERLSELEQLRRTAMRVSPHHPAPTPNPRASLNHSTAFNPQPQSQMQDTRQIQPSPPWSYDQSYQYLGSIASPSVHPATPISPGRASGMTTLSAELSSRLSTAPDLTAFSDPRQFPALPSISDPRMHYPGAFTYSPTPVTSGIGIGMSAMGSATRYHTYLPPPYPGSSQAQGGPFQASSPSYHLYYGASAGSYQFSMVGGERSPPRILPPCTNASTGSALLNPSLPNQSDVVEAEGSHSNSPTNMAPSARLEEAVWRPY
Target sequence (Q13951 whole entry, looked up): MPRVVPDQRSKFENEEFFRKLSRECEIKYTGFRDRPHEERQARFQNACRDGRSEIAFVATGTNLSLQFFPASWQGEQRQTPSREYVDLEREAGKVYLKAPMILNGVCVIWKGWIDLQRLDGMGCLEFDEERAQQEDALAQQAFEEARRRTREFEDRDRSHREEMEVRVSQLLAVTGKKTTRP
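Room-temperature protein-protein interaction test with 30 nM each of His-tagged CBF-beta and biotinylated RUNX1, 15 min with compound, then 90 min with nickel plus streptavidin beads. Signal read in AlphaScreen mode.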
Luc counter – Counterscreen for Luciferase (Kinase-Glo TM) Inhibition; Luciferin 4-monooxygenase (Photuris pensylvanica), Q27757; Kinase-Glo luciferase, ATP luminescence, 8 min; AID 1379, 2008; hit rate 0.28% among 200,000; Potency, µM (top dose mostly 38.3 µM), for inactives: at the top dose activity change, negative = inhibition, most hits filed as inhibitors; further: potency means the concentration at half of the fitted maximal effect; on the % scale 0 is the no-effect control and ±100 the full control effect; nearly all actives have a fitted effect of over 60% in size
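Luminescence was the read-out, taken after 8-minute incubation at ambient temperature. Luciferase turned over luciferin with 10 uM ATP in imidazole pH 7.2 buffer containing KCl, MgCl2, Tween 20 and BSA.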
SMN2 splice enh – qHTS Assay for Enhancers of SMN2 Splice Variant Expression. Potency, µM (highest dose often 46.1 µM), without a hit: at the top dose activity change, positive = activation, usual class: activators. HEK293 SMN2-luciferase splicing reporter, luminescence, 30-36 h. hit rate 2.8% among 210,000. AID 1458, 2008; further: potency means the concentration at half of the fitted maximal effect; % of control where 0% means no effect; nearly all actives have a fitted effect of over 55% in size
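HEK293 cells carry an SMN2 minigene-luciferase reporter in which exon 7 inclusion puts luciferase in frame. Cells were seeded at 2000 cells/well, attached for 10-12 hours, then exposed to compounds for 30-36 hours at 37C before ONE-Glo luminescence.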
An asterisk follows results filed as active; ? = inconclusive; . = no result given; & = joins results of further samples; [ ] = another dose, or the depositor's remark. Unless noted, the call rests on the fitted dose curve; in most records, active means well fitted curve in the direction sought with a large enough effect; inconclusive means small, poorly fitted or top-dose-only effect, or another doubt; inactive means no such curve, though single readings can be large; an effect the other way counts as inactive or inconclusive.

SMILES | IMPase Li inh | HTT cytoprotect | Lamin A splicing | HttQ103 aggreg | CBFb RUNX1 block | Luc counter | SMN2 splice enh
COc1ccc(CNC(=O)c2noc3c2CCCC3)cc1 | -2.2%[38.3 µM] | -35.0% | 0.2% | 8.8% | 8.3% | -0.8% | 7.7%
COc1ccccc1OCC(=O)NC1CCCCCC1 | -16.6%[38.3 µM] | -2.6% | ? | -1.4% | -0.6% | -3.2% | -19.5%
Cc1cccc(N(CC(=O)O)CC(=O)O)c1 | 1.4% | 8.9%[10 µM] | -15.9% | 8.5% | -11.9% | 2.4% | ?
COC(=O)c1ccc(-c2ncc(-c3cccc4ccccc34)o2)cc1 | -14.7% | 9.2%[10 µM] | ? | -0.2% | 13.9% | 2.7% | 11.2µM*
Cc1nnc(NCCN2CCOCC2)[nH]c1=O | 9.2%[38.3 µM] | -1.8%[0.074 µM] | -8.1% | -10.8% | 13.0% | -4.1% | ?
CC(C)(C)NC(=O)c1oc2ccccc2c1COc1ccccc1 | -0.5% | 1.5%[10 µM] | -21.7% | -0.1% | -5.1% | 6.3% | -35.2%[inhibitor]
CC1=C(C#N)CCC(=O)N1Cc1ccc(C)cc1 | 1.2%[38.3 µM] | -19.4% | 4.6% | 2.9% | -1.6% | 5.6% | 7.8%
CCOC(=O)c1cnc2c(OC)cccc2c1Nc1ccc2c(c1)OCCO2 | 11.7% | -10.2%[10 µM] | ? | -8.1% | -18.5% | 1.8% | -4.5%
O=C(CCCOc1ccccc1)Nc1ccc(S(=O)(=O)Nc2ccccn2)cc1 | -3.0% | -23.7% | ? | 0.4% | -9.6% | -0.9% | -3.5%
NNC(=O)CSc1nc(-c2ccccc2)nc2c1CCCC2 | 3.0% | -44.4%[inhibitor] | -3.8%[46 µM] | 16.9% | -15.5% | 4.8% | -17.3%
CCOc1ccc(OCc2cccc(C(=O)N/N=C/c3cccnc3)c2)cc1 | 17.4% | 31.7%[0.074 µM] | 2.5% | 12.4% | 5.4% | -4.7% | 0.126µM*
Nc1nn(-c2ccccc2)c(N)c1N=Nc1cccc(F)c1 | . | -49.4%[inhibitor][10 µM] | . | -11.3%[9.22 µM] | -21.7% | . | .
CC(C)CCNC(=O)c1c(CSc2ccccc2)noc1C(=O)NCc1ccccc1 | . | 7.9%[10 µM] | . | -25.7%[9.22 µM] | 24.1% | . | .
O=c1cc(CO)oc(C(Nc2ccccn2)c2ccsc2)c1O (stereo not given) | -4.5%[38.3 µM] | 21.3%[0.074 µM] | -8.9% | 6.7% | 4.6% | -0.1% | 11.0%
O=C(N/N=C/c1ccc(Cl)c([N+](=O)[O-])c1)c1cc(-c2ccc3c4c(cccc24)CC3)n[nH]1 | . | 9.7%[10 µM] | . | 10.3%[9.22 µM] | 11.0% | . | .
Cc1cc(NC(=O)CSc2nc3ccccc3c(=O)n2C2CCCC2)no1 | -3.3%[38.3 µM] | -3.6%[10 µM] | 12.7% | 2.0% | -4.7% | 1.6% | -8.5%
CC1(OC(=O)C2CCCC2)C(=O)C=C2C=C(c3ccsc3)N(C3CCCCC3)C=C2C1=O (stereo not given) | 1.6% | 2.2%&-8.9%[10 µM] | -11.6%[9.22 µM] | 27.5%[9.22 µM] | ? | -6.5%[7.66 µM] | -0.8%[9.22 µM]
CC(C)Oc1ccc(Oc2ccc(C(F)(F)F)cn2)cc1 | 26.5%[38.3 µM] | 6.8% | -5.5% | -4.4% | 1.6% | 0.0% | -9.6%
COc1ccc(-c2noc(CCCC(=O)NCc3ccco3)n2)cc1OC | 3.7%[38.3 µM] | 16.3% | 3.1% | 0.4% | 3.3% | -1.1% | -8.4%
Cc1ccc[n+](C(C)C(=O)c2ccc(-c3ccccc3)cc2)c1 (stereo not given) | 16.5% | 5.8%[10 µM] | ? | ? | 16.8% | -1.0% | -76.4%[inhibitor]
CC1=CC(c2ccccc2)n2nc(N3C(=O)C4CC=CCC4C3=O)nc2N1 (stereo not given) | -7.2%[38.3 µM] | 1.5% | 6.6% | -12.4% | 1.4% | -4.6% | -1.0%
O=C(CSCc1cnn(-c2ccccc2)c1-n1cccc1)NCc1cccs1 | 6.4%[38.3 µM] | 17.9% | -0.2% | -15.8%[9.22 µM] | -4.0% | 1.8% | ?
O=C(CCC(=O)c1cccs1)Nc1ccccc1F | 2.0%[38.3 µM] | -23.1% | -1.5% | 4.3% | 0.9% | 11.1% | -8.1%
COc1ccc(OC)c(NC(=O)C2CCCNC2=O)c1 (stereo not given) | -8.7%[38.3 µM] | -2.2%[10 µM] | -3.0% | 1.3% | -6.3% | -2.3% | -9.2%
COc1ccc(NCC(=O)N/N=C2\CCc3ccccc32)cc1 | 11.5% | -9.8%[10 µM] | 1.0%[46 µM] | 20.7% | -26.9% | 2.3% | 3.8%

(list continues)
SMILES | IMPase Li inh | HTT cytoprotect | Lamin A splicing | HttQ103 aggreg | CBFb RUNX1 block | Luc counter | SMN2 splice enh
Cn1ccnc1SCC(=O)Nc1ccc2c(c1)OC(F)(F)O2 | 8.0% | 5.3%[10 µM] | -2.7%[46 µM] | 11.0% | -5.6% | 4.4% | 4.7%
Fc1ccccc1N1CC(c2ccccc2)C(c2cccs2)=N1 (stereo not given) | -7.9%[38.3 µM] | 31.2% | ? | -7.6%[9.22 µM] | ? | 0.8% | -4.7%
COc1ccc(OCC(O)CNC(=O)c2ccc(Br)cc2)cc1 (stereo not given) | 17.4%[38.3 µM] | 11.4% | -10.1% | -14.2% | 3.5% | 0.4% | 7.2%
CCOc1ccccc1NC(=O)CSc1nnnn1-c1ccccc1 | 37.8%[activator][38.3 µM] | -4.0% | -1.2% | -7.6% | 8.4% | 4.5% | -37.3%[inhibitor]
CC(C)NC(NC(=O)/C=C/c1ccccc1)C(Cl)(Cl)Cl (stereo not given) | 6.6% | 9.5%[10 µM] | . | 11.8%[9.22 µM] | 4.5% | -3.2% | -13.3%
O=C(NCCCNC(=O)c1ccccn1)c1ccccn1 | 22.4%[38.3 µM] | 21.4%[10 µM] | 8.0% | -8.9% | 1.4% | -1.4% | 2.4%
C/C=C(/C(=C/C)c1ccc(O)cc1)c1ccc(O)cc1 | 26.0%&19.7% | . | ? | 11.9% | -13.6%&0.6% | -0.3%&-2.9% | -24.8%&-6.6%
CCOc1ccc(NC(=O)Nc2cccs2)cc1 | 44.8%[activator][38.3 µM] | -103.9%[inhibitor] | 3.9% | -10.8% | -9.8% | -22.1% | 11.2µM*
Cc1ccc(OCc2nnc(NC(=O)c3ccco3)s2)c(C)c1 | -1.8%[38.3 µM] | ? | 0.9% | 14.4% | 2.3% | 0.5% | 14.2%
Cc1ccc(N(CC(O)CN2CCOCC2)S(=O)(=O)c2ccc3ccccc3c2)cc1 (stereo not given) | -6.0%[38.3 µM] | -5.0% | ? | -2.5% | -9.6% | 0.1% | 17.6%
Cc1ccccc1-n1cc(C(=O)c2cc(Cl)ccc2O)cc(C#N)c1=O | 2.8% | -8.2%[10 µM] | ? | ? | 14.7% | -2.1% | -16.0%
CO/N=C/C(C#N)c1ncc(C(F)(F)F)cc1Cl (stereo not given) | -9.0%[38.3 µM] | 16.0% | -3.7% | -31.9% | -0.5% | -0.9% | -27.1%
CCOc1ccc(NC(=S)N(CCc2ccncc2)C(C)C)cc1 | 8.7% | -16.1% | . | 5.9% | 0.0% | . | .
O=[N+]([O-])c1ccc(-n2nnnc2-c2ccccc2)cc1 | 0.5% | 2.2% | . | -13.9% | -4.1% | -1.1% | -8.1%
Cc1ccsc1/C=N/Nc1cccc(C(=O)O)c1 | 9.4% | -74.9%[inhibitor] | 20.0%[46 µM] | -9.7% | -4.3% | -26.4% | 0.1µM*
CCOc1ccc(C(=O)NC(Cc2ccccc2)C(=O)OC)cc1 (stereo not given) | 1.1%[38.3 µM] | -2.2% | -6.7%[0.0737 µM] | -0.2% | 3.9% | -2.5% | 7.6%
Cc1c(C(=O)Nc2ccccc2-c2ccccc2)cccc1[N+](=O)[O-] | 21.8%[38.3 µM] | -3.3% | 10.9% | 4.1% | -2.8% | 7.7% | -8.9%
CC(C)COc1nc2ccccc2c(=O)n1OCC(=O)O | 3.8% | 3.9%[10 µM] | -5.6% | -2.9% | 1.6% | -1.7% | 3.0%
Nc1nc(N)c2sc3nc4c(cc3c2n1)CCC4 | 12.5%[38.3 µM] | -27.4%[10 µM] | 4.2% | 3.0% | -2.9% | 8.5% | ?
O=C(NC(CCl)c1ccccc1)c1ccc(Cl)cc1 (stereo not given) | 1.6% | -32.1% | . | 11.9%[9.22 µM] | 0.3% | -3.5% | -8.7%
COC(=O)C(C)Sc1nc2c(c(=O)n(C)c(=O)n2C)n1Cc1cccc(C)c1 (stereo not given) | 16.5% | . | 2.8% | 28.2µM* | 5.8% | -1.3% | 3.9%
Cc1c(C(=O)NCCCn2ccnc2)oc2ccccc12 | 18.4% | 33.2%[10 µM] | . | 22.3%[9.22 µM] | -3.6% | -4.9% | -13.2%
CCOC(=O)CNC(=S)N(Cc1ccccc1)Cc1cccnc1 | -2.2% | 26.8% | . | 16.8% | 0.0% | 0.8% | -8.7%
COc1ccccc1N(CC(=O)NC1CCCCC1)S(C)(=O)=O | -11.0%[38.3 µM] | 14.0% | -4.4% | -1.6% | 13.4% | 12.8% | -17.9%
CC(C)C(CC(=O)NCc1ccco1)c1ccco1 (stereo not given) | 11.2% | 5.1%[10 µM] | -5.5% | 5.8% | 0.5% | 0.7% | -7.5%

Rows were taken by chance; any-hit rate near 4%.
